# BLM inh – inhibitors of human Bloom syndrome helicase BLM. P54132. recombinant BLM DNA unwinding, fluorescence dequenching. Potency, µM (highest dose often 56.1 µM), inactives show at the highest dose activity change, negative = inhibition, usual class: inhibitors. 350,000 tested, 0.2% active. AID 2528;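 also: potency is read from the fitted curve at half-maximal effect; plate controls were vehicle for no effect and no enzyme for full effect; nearly all actives have a fitted effect of over 35% in size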
# POLH inh – inhibitors of human DNA polymerase eta. Q9Y253. recombinant Pol eta, fluorescent DNA replication assay. Potency, µM (doses to about 114 µM), without a hit: at the top dose activity change, negative = inhibition, usual class: inhibitors. 390,000 tested, 1.2% active. AID 588591; also: potency is read from the fitted curve at half-maximal effect; % is scaled to controls: 0 for no effect and ±100 for the full control effect
#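 Pol eta at 10 nM preincubated with compounds 15 min at room temperature; reaction started with fluorescent substrate (50 nM final) and read kinetically at 0 and 10 min.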
# Pol beta inh – blocks human DNA polymerase beta activity. Potency, µM (titrated, usually from 114 µM), inactives show at the top dose activity change, negative = inhibition, actives largely listed as inhibitors. AID 485314. 340,000 tested, 1.3% active. Pol beta primer extension/strand displacement, fluorescence kinetic; also: potency is read from the fitted curve at half-maximal effect; % is scaled to controls: 0 for no effect and ±100 for the full control effect
#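 Reaction started by 50 nM substrate onto compound-treated Pol beta (10 nM, 15 min preincubation, room temperature); plates read at 0 min and 10 min. Normalized concentration-effect data fitted by four-parameter Hill equation.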
# Tb PGK inh – T. brucei PGK inhibition; P07378; PGK/GAPDH coupled, Kinase-Glo luminescence, 60 min; Potency, µM (titrated, usually from 57.5 µM), for inactives: top-dose activity change, negative = inhibition, most hits filed as inhibitors; 380,000 tested, 0.043% active; AID 602233; also: potency is read from the fitted curve at half-maximal effect; % is scaled to controls: 0 for no effect and ±100 for the full control effect; nearly all actives have a fitted effect of over 60% in size
# Target sequence (P07378 whole entry, looked up): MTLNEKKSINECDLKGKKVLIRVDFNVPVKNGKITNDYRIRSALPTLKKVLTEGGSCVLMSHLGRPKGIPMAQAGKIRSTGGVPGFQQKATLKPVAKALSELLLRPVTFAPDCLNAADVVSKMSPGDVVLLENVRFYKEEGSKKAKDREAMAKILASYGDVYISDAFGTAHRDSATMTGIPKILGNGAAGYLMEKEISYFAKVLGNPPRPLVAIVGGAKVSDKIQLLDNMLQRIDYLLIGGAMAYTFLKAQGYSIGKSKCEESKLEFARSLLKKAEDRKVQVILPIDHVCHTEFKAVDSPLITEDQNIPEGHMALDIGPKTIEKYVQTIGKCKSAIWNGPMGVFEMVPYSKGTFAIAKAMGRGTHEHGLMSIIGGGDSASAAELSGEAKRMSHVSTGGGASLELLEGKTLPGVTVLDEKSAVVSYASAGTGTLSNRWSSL
#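 Recombinant glycosomal PGK reaction used 1,3-bisphosphoglycerate generated in-well by GAPDH (100nM final) in 100mM TEA pH 7.6, 5mM MgCl2, 0.01% Tween-20. After 60 minutes at room temperature, ATP was read by Kinase-Glo Plus luminescence end-point.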
# RXFP1 antagonist – RXFP1 (human) relaxin receptor antagonism; Q9HBX9; HEK293-RXFP1, relaxin-stimulated cAMP HTRF, 30 min; hits give low values; activity change, negative = inhibition, % at 57.5 µM; 350,000 tested, 0.59% active; AID 1259400;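 active = activity change of -60% or lower, but not beyond a set lower limit; inconclusive = change between -60% and -40%, or beyond the set limit; inactive = change above -40%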; also: % is scaled to controls: 0 for no effect and ±100 for the full control effect
# Anesthetic bind – candidate novel general anesthetic via apoferritin binding | P02791 | apoferritin/1-aminoanthracene competitive binding, fluorescence | Potency, µM (series often up to 77.5 µM), for inactives: top-dose activity change, negative = displacement, usual class: inhibitors | 350,000 tested, 0.074% active; also: potency is read from the fitted curve at half-maximal effect; % is scaled to controls: 0 for no effect and ±100 for the full control effect; nearly all actives have a fitted effect of over 20% in size
# Target sequence (P02791 2-175 limits assumed): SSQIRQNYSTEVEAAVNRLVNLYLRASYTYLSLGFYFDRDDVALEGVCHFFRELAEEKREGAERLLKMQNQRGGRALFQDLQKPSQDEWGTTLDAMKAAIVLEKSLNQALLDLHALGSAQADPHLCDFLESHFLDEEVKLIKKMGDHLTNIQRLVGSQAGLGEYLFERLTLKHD
#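 Read-out: endpoint 1-AMA fluorescence, excitation 380 nm and emission 535 nm, after compounds sit 10 min at room temperature with 10 uM horse-spleen apoferritin in 50% saturated 1-AMA/PBS. Values come from four-parameter Hill fits.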
# Pol kappa inh – blocks human DNA polymerase kappa activity. Q9UBT6. purified Pol kappa, fluorescent DNA synthesis assay, 10 min. Potency, µM (titrated, usually from 107 µM), without a hit: top-dose activity, negative = inhibition, most hits filed as inhibitors. 400,000 tested, 0.53% active. AID 588579; also: potency is read from the fitted curve at half-maximal effect; % is scaled to controls: 0 for no effect and ±100 for the full control effect
#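 First, compounds were pin-transferred onto 10 nM Pol kappa. After 15 min at room temperature, substrate was added to 50 nM final. Fluorescence was then measured kinetically at 0 and 10 min.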
# APEX1 inh – inhibitors of human APE1 endonuclease. 350,000 tested, 0.35% active. recombinant APE1, TAMRA/BHQ-2 abasic DNA cleavage fluorescence. Potency, µM (doses to about 65.8 µM), for the others: top-dose activity change, negative = inhibition, usual class: inhibitors. P27695;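 also: potency is read from the fitted curve at half-maximal effect; plate controls were vehicle for no effect and reference inhibitor for full effect; nearly all actives have a fitted effect of over 55% in size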
# Target sequence (P27695 whole entry, looked up): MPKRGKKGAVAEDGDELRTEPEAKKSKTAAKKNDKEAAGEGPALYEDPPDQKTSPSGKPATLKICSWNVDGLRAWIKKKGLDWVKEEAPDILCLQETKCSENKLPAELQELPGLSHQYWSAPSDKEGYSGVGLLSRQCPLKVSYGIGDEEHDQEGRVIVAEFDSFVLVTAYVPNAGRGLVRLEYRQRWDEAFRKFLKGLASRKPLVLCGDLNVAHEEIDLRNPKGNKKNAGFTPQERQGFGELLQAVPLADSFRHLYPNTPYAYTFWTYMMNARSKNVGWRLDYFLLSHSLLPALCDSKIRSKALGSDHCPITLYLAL
#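 Endonuclease cleavage of a quenched abasic-site DNA duplex (50 nM) by APE1 (0.75 nM) was tracked by TAMRA dequenching. Compounds were preincubated with enzyme 15 min at room temperature; data normalized to buffer-only and DMSO wells plus NSC13755 control.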
# Pol iota inh – DNA polymerase iota (human) inhibition | AID 588590 | 390,000 tested, 1% active | Potency, µM (top dose mostly 115 µM), without a hit: at the highest dose activity, negative = inhibition, usual class: inhibitors | Pol iota fluorescent replication assay, 10 min | Q9UNA4; also: potency is read from the fitted curve at half-maximal effect
#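 Fluorescent replication assay read twice, at 0 min and 10 min after adding 50 nM (final) substrate. Enzyme (10 nM) and compounds were first incubated 15 min at room temperature; enzyme-free buffer wells were negative controls.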
# The depositor's hits bear a star; i = inactive; ? = inconclusive; / = not tested or not shown; & = joins results of further samples; [ ] = remark or other dose. Unless noted, calls follow the shape of the dose curve; as a rule, active = well fitted curve in the direction sought with a large enough effect; inconclusive = small, poorly fitted or top-dose-only effect, or another doubt; inactive = no such curve, though single readings can be large; an effect the other way counts as inactive or inconclusive.
SMILES,BLM inh,POLH inh,Pol beta inh,Tb PGK inh,RXFP1 antagonist,Anesthetic bind,Pol kappa inh,APEX1 inh,Pol iota inh
Cc1ccc(S(=O)(=O)N(CCCO)CC(O)CON=C2c3ccccc3-c3ccccc32)cc1 (stereo not drawn),-7%,?,4%,2%,-12,?,-7%,-7%,-1%
CC(=O)CCn1cnc([N+](=O)[O-])n1,-3%,-17%,-2%,i,-24,-1%,-1%,5%,32%[activator]
Cc1ccc(N=C2NC(=O)/C(=C\c3ccco3)S2)cc1,-26%,14µM*,?,-4%,-16,-10%,?,?,32µM*
O=C(c1cc(Cl)ccc1Cl)N1CCOCC1,0%,-4%,34%,-5%,3,-7%,-4%,11%,14%
CCCCCCCCOC(=O)C(NC(=O)CCC(=O)Nc1ccc(S(N)(=O)=O)cc1)C(O)c1ccccc1 (stereo not drawn),-8%,-10%,3%,-8%,-11,-11%,1%,-9%,-3%
O=C(Cc1ccc(-c2ccccc2)cc1)Nc1ncccc1O,-10%,-4%,-19%,1%,9,?,-8%,9%,7%
Oc1c(Br)cc(Br)cc1/C=N/n1c(-c2ccccc2)n[nH]c1=S,-6%,-12%,-3%,-3%,-14,-2%,-25%,-4%,-16%
Cc1nc2c(sc(=S)n2Cc2ccco2)c(=O)n1CC(=O)Nc1ccc(F)cc1,-9%,?,5%,-6%,-9,-16%,4%,11%,27%
C=CCc1cc(C=Nc2ccc(N3CCOCC3)cc2)cc(OCC)c1O,/,-12%,/,-2%,-10,/,-7%,/,5%
CCN(Cc1ccccc1)C(=O)CN1C(=O)COc2ccc(S(=O)(=O)NC3CCCC3)cc21,-2%&1%,-16%&2%,2%&19%,-5%&-1%,1&-3,7%&-5%,4%&-1%,5%,21%&-6%
CCOC(=O)N1CCN(C(=S)Nc2ccc(C)cc2C)CC1,2%,-8%,-3%,-9%,-18,-2%,8%,?,72%[activator]
O=C(Nc1ccc(OC(F)(F)F)cc1)C1CCCN(S(=O)(=O)c2ccc(Br)s2)C1 (stereo not drawn),-2%,-16%,-6%,-8%,-16,-10%,7%,/,22%
Cc1c(CCCN)c2ccccc2n1Cc1ccccc1,1%,-14%,-14%,-7%,-18,-20%,-17%,-1%,56%[activator]
O=C(N/N=C/c1cc(Cl)cc([N+](=O)[O-])c1O)c1ccccc1NS(=O)(=O)c1cccs1,-10%,?,-5%,-11%,2,-13%,-9%,0%,?
C/C(=N\NC(=O)COc1ccccc1[N+](=O)[O-])c1cccs1,-1%,-7%,-8%,i,2,-18%,-2%,3%,14%
O=C(CSc1nc2ncc(Br)cc2[nH]1)c1cccc([N+](=O)[O-])c1,3%,-14%,14%,i,-2,-2%,0%,-8%,-10%
CC(C)(C)OC(=O)[C@H](Cc1ccccc1)NC(=O)c1nc[nH]c1C(=O)N1CCN(C(=O)OC(C)(C)C)CC1,-5%,-29%,-3%,9%,/,?,-16%,16%,36%[activator]
CCC(=NCCc1c(C)[nH]c2ccccc12)C1=C(O)CC(c2ccccc2)CC1=O (stereo not drawn),1%,-26%,20%,-4%,/,-9%,-7%,3%,14%
Cc1ccc([N+](=O)[O-])c(OCCN2C(=O)NC(C)(C)C2=O)c1,-1%,-5%,2%,-8%,4,-8%,-9%,14%,-2%
Cc1n[nH]c(=S)n1-c1ccc(Cl)cc1,-4%,11%,38%,-7%,-15,-3%,-7%,4%,92%[activator]

# Filtered by structure, the entries above containing a furan ring, fused or not.
SMILES,BLM inh,POLH inh,Pol beta inh,Tb PGK inh,RXFP1 antagonist,Anesthetic bind,Pol kappa inh,APEX1 inh,Pol iota inh
Cc1ccc(N=C2NC(=O)/C(=C\c3ccco3)S2)cc1,-26%,14µM*,?,-4%,-16,-10%,?,?,32µM*
Cc1nc2c(sc(=S)n2Cc2ccco2)c(=O)n1CC(=O)Nc1ccc(F)cc1,-9%,?,5%,-6%,-9,-16%,4%,11%,27%

# Continuation.
SMILES,BLM inh,POLH inh,Pol beta inh,Tb PGK inh,RXFP1 antagonist,Anesthetic bind,Pol kappa inh,APEX1 inh,Pol iota inh
CC(C)Nc1ncnc2[nH]ncc12,/,-4%,/,-2%,7,/,-4%,/,?
COc1ccc(/C=N/OCC(=O)N2CCCC2)c(OC)c1,1%,-9%,37%,i,-11,-5%,-4%,-2%,172%[activator]
CCCCNC(=O)/C=C/c1ccc(S(=O)(=O)Nc2ccc(OC)cc2)cc1,-4%,-15%,3%,-3%,9,-20%,-4%,-7%,?
CCC(C)C(=O)Nc1cc([N+](=O)[O-])ccc1Cl (stereo not drawn),0%,-13%,32%,i,-11,?,-4%,2%,-3%
O=C(CNC(=O)c1cccs1)N=Nc1c(O)[nH]c2ccc(Br)cc12,-1%,-18%,1%,-4%,5,-26%,-20%,35%,52%[activator]
Cc1cccc2cc(CN(Cc3ccccc3)C(=O)c3cccc(F)c3)c(Cl)nc12,-8%,2%,16%,/,19,-7%,-4%,-2%,14%
CCN(CC)S(=O)(=O)c1ccc(NC=C(C#N)C#N)cc1,-5%,5%,24%,-6%,-9,5%,-12%,1%,-16%
O=C(CNC(c1ccccc1)c1ccccc1)Nc1ccccc1Br,-6%,-15%,34%,i,5,11%,-2%,24%,-10%
O=C(c1cccc(S(=O)(=O)N2CCCC2)c1)c1nnc(-c2ccncc2)o1,-3%,4%,11%,-3%,5,-24%,-6%,1%,-13%
CC(C)c1ccc(C2(C)NC(=O)N(C(C)C(=O)Nc3ccc(N4CCOCC4)cc3)C2=O)cc1 (stereo not drawn),/,-18%,/,i,-9,/,-5%,29%,18%
CCOC(=O)Cn1c(CN(Cc2ccccc2)Cc2ccccc2)nc2c1c(=O)n(C)c(=O)n2C,-9%,-14%,22%,i,-12,12%,-1%,14%,-4%
O=C(Nc1cc(C(F)(F)F)ccc1F)C1CCC1,0%,-2%,-1%,-6%,1,1%,-4%,-12%,12%
O=C(Cn1ccnc1[N+](=O)[O-])NCc1ccccc1,5%,-17%,/,i,8,/,-8%,8%,7%
O=S(=O)(Cc1ccccc1)N1CCN(Cc2ccc(F)cc2Cl)CC1,-3%,10%,1%,-2%,-2,-1%,0%,-14%,-3%
N#CC1=C(N)NC(=S)C(C(N)=O)C1c1ccc(Cl)cc1Cl (stereo not drawn),-2%,-4%,-22%,-3%,-22,-4%,-1%,-5%,?
CCn1c(CNC(=O)c2ccco2)nnc1SCC(=O)c1ccc(F)cc1,-3%,3%,10%,4%,?,-6%,-12%,30%,3%
COc1ccc(Cl)cc1NC(=O)COC(=O)C1=NNC(=O)CC1,/,-10%,/,1%,-2,/,-10%,-6%,3%
Cc1cccc(N2CCN(S(=O)(=O)c3ccc4c(c3)C(C)(C)C(=O)N4C)CC2C)c1 (stereo not drawn),-12%,-14%,9%,7%,0,-7%,-3%,-18%,9%
CCC(=O)N1CCN(c2cc(C)ccc2C)CC1,0%,11%,0%,-1%,-1,-8%,6%,1%,7%
O=C1NC(=S)S/C1=C\c1cc(Cl)cc(Cl)c1O,/,35µM*,/,?,-1,/,?,/,32µM*
COc1cccc(N(C(=O)Cn2nnc(-c3ccc(C)o3)n2)C(C(=O)NC(C)(C)C)c2cccs2)c1 (stereo not drawn),-1%,-6%,-23%,-4%,-7,-21%,-4%,-1%,14%
COc1ccc2[nH]c3c(c2c1)CCN1C(=O)C(CC(=O)NCCc2ccccn2)C[C@H](C(=O)N(C(C)C)C(C)C)[C@@]31C (stereo partly drawn),/,-13%,/,-10%,/,/,0%,-4%,8%
Cc1ccc(S(=O)(=O)N(C)C)cc1NC(=O)CCNC(=O)c1ccco1,4%,-4%,33%,i,-23,-10%,1%,44%,-17%
O=C(Nc1cc(Cl)ccc1Cl)c1cc(S(=O)(=O)NCCc2ccccc2)ccc1F,0%,-13%,1%,2%,-11,?,0%[60.1 µM],/,9%
CC(=O)NC(N(C#N)c1nc(Cl)nc(N(C)C)n1)C(Cl)(Cl)Cl (stereo not drawn),2%,0%,-3%,-4%,2,-4%,-13%,3%,-4%[58.9 µM]
Cc1c(NC(=O)c2ccc(Cl)s2)c(=O)n(-c2ccccc2)n1C,0%,-8%,24%,-8%,16,-2%,2%,-9%,12%
O=C(NCCCn1ccnc1)c1sc2cccc(F)c2c1Cl,-3%,-11%,11%,-7%,29,-11%,0%,2%,10%[58.9 µM]
O=C1CCCN1Cc1ncnn1-c1ccccc1,3%,-1%,1%,11%,-20,-5%,-2%,1%,8%
CN(Cc1ccc(OC(F)F)cc1)C(=O)c1ccc(S(=O)(=O)N(C)c2ccccc2)cc1,/,-27%,/,-4%,3,/,1%,-1%,6%
Cc1c(Cl)cccc1S(=O)(=O)Nc1ccnn1C,-7%,-11%,4%,i,-13,-4%,-1%,-2%,47%[activator]
Cc1nc2cc(C(F)(F)F)ccc2n1C,-2%,-20%,29%,i,-6,-3%,-1%,2%,73%[activator]
O=C(CCNC(=O)OCC1c2ccccc2-c2ccccc21)NOCc1ccccc1,/,-21%,/,-2%,/,/,3%,-2%,0%
O=c1c2nccnc2[nH]c(=S)n1Cc1ccccc1Cl,0%,3%,3%,0%,7,-7%,-9%,-4%,-10%
Cn1c(-c2ccccc2)cnc1SCc1nc2ccccc2c(=O)[nH]1,1%,-10%,-13%,11%,-3,-13%,-11%,-1%,5%
CCN(CC(=O)Nc1c(F)cccc1F)C(=O)c1cc([N+](=O)[O-])ccc1N1CCOCC1,/,-22%,/,4%,0,/,-1%,10%,21%
CCC(C)N(C(=O)COc1ccc(Br)cc1C=O)C1CCS(=O)(=O)C1 (stereo not drawn),/,-12%,/,-6%,-10,/,-3%,8%,23%
COc1ccc(-n2cc(C(=O)NCc3ccc(Cl)cc3)c3ccccc3c2=O)cc1,-2%,0%,-4%,-1%,0,-6%,-3%,/,18%
O=C(Nc1ccccc1F)C(Cc1ccccc1)n1cccc1 (stereo not drawn),-6%,-11%,-2%,-4%,?,-9%,-9%,/,-9%

# Screening data deposited in PubChem by National Center for Advancing Translational Sciences (NCATS).

# Not all compounds are listed (hit frequency here may not be typical).
